# KCNK3 block = human KCNK3 channel inhibition, primary screen; CHO-KCNK3 thallium flux, FluxOR fluorescence; active compounds read low; B-score at 10 µM; 340,000 compounds, 0.84% hits; AID 602410;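 active = B-score under library mean minus 4 SD, starting fluorescence ratio at most library mean plus 5 SD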;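 note: more negative B-score means stronger inhibition of thallium flux through KCNK3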
# Target sequence (O14649 whole entry, looked up): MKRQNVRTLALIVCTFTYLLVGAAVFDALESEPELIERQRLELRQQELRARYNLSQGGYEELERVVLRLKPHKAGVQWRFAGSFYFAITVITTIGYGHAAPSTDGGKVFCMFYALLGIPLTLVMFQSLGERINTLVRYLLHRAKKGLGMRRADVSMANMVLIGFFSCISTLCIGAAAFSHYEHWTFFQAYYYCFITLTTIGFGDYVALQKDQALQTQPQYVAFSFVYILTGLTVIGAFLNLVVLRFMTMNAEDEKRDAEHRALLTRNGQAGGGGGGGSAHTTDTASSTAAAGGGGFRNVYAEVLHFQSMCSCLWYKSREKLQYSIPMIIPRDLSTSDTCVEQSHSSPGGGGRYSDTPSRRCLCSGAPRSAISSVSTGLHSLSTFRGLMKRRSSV
# HDAC3 inhib = inhibitors of human histone deacetylase 3. 320,000 compounds, 0.15% hits. AID 2718. recombinant HDAC3, fluorogenic peptide/trypsin coupled, fluorescence. inhibition, % at 8.3 µM; in the data active = inhibition above about 26%, passing the limit was not always enough; inconclusive = no clear call, values can overlap the other calls
# KCNK9 block = human KCNK9 channel inhibition | 310,000 compounds, 1.2% hits | B-score at 10 µM | Q9NPC2 | HEK293 KCNK9, FluxOR thallium flux fluorescence; active compounds read low;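 active = ratio B-score over 3 SD below the library mean, with starting fluorescence within 5 SD of its mean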;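 note: negative B-score means less thallium flux so channel inhibition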
# hERG protect = compounds protecting human hERG from proarrhythmic drug block. Q12809. CHO-hERG, FluxOR thallium flux, dofetilide IC70 present. activation (rescue from dofetilide block), less the hit threshold, % at 10 µM. 310,000 compounds, 0.51% hits. AID 1511;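 active = activation above the mean of controls blocked by dofetilide plus 5 SD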;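 note: thallium influx through hERG after potassium depolarization seen as dye fluorescence rise; in these data hits start at about 4.7%; inactives centre near -7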
# KCNQ1 inh = inhibitors of human KCNQ1 potassium channel; 310,000 compounds, 1.3% hits; CHO-K1 KCNQ1, FluxOR thallium flux fluorescence; active compounds read high; P51787; B-score at 10 µM; AID 2642;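 active = compounds whose thallium flux B-score, printed positive for inhibition, exceeds three library SD while starting fluorescence stays within three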;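 note: channel opened by potassium depolarization with thallium stimulus after 20 min compound exposure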
# PolyA inh = yeast polyadenylation inhibition. calls only at 12 µM. 300,000 compounds, 0.02% hits. S. cerevisiae SKY197-pL101 polyadenylation reporter, beta-gal luminescence; efflux-impaired pdr1/pdr3 knockout yeast; score 100 = 6 SD above DMSO;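 active = lowest replicate activity score at least 50, where 100 means six control SD above control mean; inconclusive = lowest score under 50 but half or more replicates reach 50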;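 note: yeast exposed to compound for 9 h at 30 °C; higher score means more reporter readthrough which indicates perturbed polyadenylation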
# GSK3A inh = human GSK-3 alpha kinase inhibition; 320,000 compounds, 0.1% hits; ADP-Glo luminescence, 60 min; inhibition, % at 10 µM; P49840;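 in the data active = inhibition above about 50%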;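 note: GST-tagged GSK-3 alpha with peptide substrate and 25 µM ATP; 0% = DMSO neutral wells and 100% = GW8510 positive control wells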
# Target sequence (P49840 whole entry, looked up): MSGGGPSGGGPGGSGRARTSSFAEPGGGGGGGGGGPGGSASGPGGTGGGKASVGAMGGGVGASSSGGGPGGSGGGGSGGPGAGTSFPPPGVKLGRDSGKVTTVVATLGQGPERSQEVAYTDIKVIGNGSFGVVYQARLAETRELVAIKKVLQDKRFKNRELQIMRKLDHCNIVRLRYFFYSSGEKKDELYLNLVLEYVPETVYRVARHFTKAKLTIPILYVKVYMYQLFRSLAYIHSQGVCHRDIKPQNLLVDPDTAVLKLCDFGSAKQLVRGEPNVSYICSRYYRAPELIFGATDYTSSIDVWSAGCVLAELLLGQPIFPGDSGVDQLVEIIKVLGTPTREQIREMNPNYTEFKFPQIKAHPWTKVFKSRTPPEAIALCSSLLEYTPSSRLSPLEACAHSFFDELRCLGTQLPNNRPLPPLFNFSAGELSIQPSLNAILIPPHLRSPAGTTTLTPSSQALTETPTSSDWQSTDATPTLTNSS
# RGS4 pot = RGS4 potentiation or activation | HEK293 M3R/inducible RGS4, carbachol calcium flux Fluo4; active compounds read low | 310,000 compounds, 0.92% hits | AID 463111 | B-score at 10 µM;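 active = B-score of the integrated calcium signal more than 4 SD below the library mean, with starting fluorescence not abnormally high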;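 note: negative B-score means reduced calcium response which marks RGS4 activation or potentiation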
#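 Material: M3R-expressing HEK293 line, RGS4 induced by doxycycline | Schedule: Overnight RGS4 induction, 30 min dye load 37 °C, 20 min compound RT | Measured by: Fluo4 fluorescence kinetic imaging of calcium | Read-out: Integrated calcium ratio converted to B score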
# GSK3beta inhib = human GSK3beta kinase inhibition; P49841; GST-GSK3beta kinase, ADP-Glo luminescence, 60 min; active compounds read low; activity score (negative = inhibition), % at 10 µM; 300,000 compounds, 0.038% hits; AID 2097;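 active = more than half of replicate wells score below -50%, meaning over 50% inhibition versus plate controls; inconclusive = some replicates but at most half score below -50%; inactive = no replicate scores below -50%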;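 note: 0% = median DMSO wells and -100% = median GW8510 positive control wells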
#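 Test system: GST-fused GSK3beta enzyme, cell-free | Quantity: 1.6 ng GST-GSK3beta enzyme per well | Reagent: 25 µM ATP with peptide substrate | Schedule: 60 min enzyme reaction, room temperature | Signal: Luminescent ADP-Glo measurement of ADP formed | Read-out basis: Score relative to plate controls | Control set: DMSO and 20 µM GW8510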
# DYRK1A inh = inhibitors of rat Dyrk1A kinase. Q63470. ADP-Glo luminescence, NFATc1 peptide. inhibition, % at 12.5 µM. 310,000 compounds, 0.43% hits; in the data active = inhibition above about 50%;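 note: plate controls were vehicle with enzyme for no effect and no enzyme for full effect; many of its hits are not listed in these tables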
# KCNQ1 pot = potentiators or activators of human KCNQ1 potassium channel; B-score at 10 µM; 310,000 compounds, 0.35% hits; AID 2648; CHO-K1 KCNQ1, thallium flux FluxOR fluorescence; active compounds read high;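 active = fluorescence ratio B-score, a plate-corrected score, at least three library SD, with initial intensity B-score within 5 SD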
#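 assay system = CHO-K1 cells stably expressing KCNQ1 | medium = assay buffer, equal DMSO in all wells | timing = 37 °C overnight plating, 90-min dark dye load, 20-min compound pretreatment | measured by = kinetic FluxOR thallium fluorescence, 10-s 1-Hz baseline, 110-s post-stimulus read | measure = fluorescence change relative to baseline, converted to B score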
# * = called active by the depositor; i = inactive; ? = inconclusive; / = no result given. Only part of the results is shown; the hit share may differ from the screen's.
# Order of values: KCNK3 block	HDAC3 inhib	KCNK9 block	hERG protect	KCNQ1 inh	PolyA inh	GSK3A inh	RGS4 pot	GSK3beta inhib	DYRK1A inh	KCNQ1 pot
C=CCn1c(SCC(N)=O)nc(C)cc1=O
→ i	-1	i	-7	i	i	-2	i	1	1	i
COc1ccc(C)cc1S(=O)(=O)N1CCCC(C(=O)NCc2ccccn2)C1 (centres undefined)
→ i	0	i	-6	i	i	-1	i	-1	4	i
Cc1cccc(/C(N)=N/OC(=O)c2ccoc2C)c1
→ i	1	i	-3	i	i	10	i	-12	16	i
COc1ccc(NS(=O)(=O)c2ccc(F)cc2F)cn1
→ i	6	i	-2	i	i	-2	i	3	7	i
C/C(=N\NC(=O)c1cc(C)oc1C)c1ccc(N2CCOCC2)cc1
→ i	-4	i	-8	i	i	-1	i	0	-2	i
COc1ccc(-c2nn(C)c3sc(C(=O)N4CCOCC4)cc23)cc1OC
→ i	4	i	-9	i	i	5	i	-4	3	i
COc1ccc(Cl)cc1S(=O)(=O)N1CCN=C1C
→ i	1	i	-6	i	i	-2	i	0	0	i
Cc1ccc2oc(=O)n(CCOc3ccccc3)c2c1
→ i	-4	i	-13	i	i	/	i	-1	/	i
CC(=O)c1cccc(NC(=O)CCNS(=O)(=O)c2cccc3nsnc23)c1
→ i	2	i	-9	i	i	0	i	9	10	i
CN1C(=O)/C(=C\c2cc(N=Nc3ccccc3)ccc2O)SC1=S
→ i	5	i	-7	7*	i	11	i	-2	23	i
CCc1nnc(NC(=O)c2ccc(S(=O)(=O)N(CC)CC)cc2)s1
→ i	-3	i	-5	i	i	0	i	2	8	i
CCOc1ccccc1NC(=O)C(OC(=O)c1ccccc1)c1ccccc1 (centres undefined)
→ i	-1	-6.9*	-2	6*	i	2	i	0	1	i
CCCCn1c(N)c(N(CC(C)C)C(=O)CSc2ccccc2C)c(=O)[nH]c1=O
→ i	/	i	-12	i	i	/	i	-3	1	i
S=C(N/N=C/c1ccco1)NC1CC2CCC1C2 (centres undefined)
→ i	6	i	-1	i	i	-4	i	5	6	i
CCOC(=O)Cn1c(=O)oc2cc(S(=O)(=O)NCCc3ccc(C)cc3)ccc21
→ i	6	i	-10	i	i	-2	i	-3	3	i
O=C(NCCc1ccccc1)C1CCC(Cn2c(=O)c3ccccc3n(Cc3cccnc3)c2=O)CC1 (centres undefined)
→ i	-3	i	-3	i	i	-3	i	-1	-1	i
Cc1ccc(/C=N/NC(=O)c2cc(C)oc2C)o1
→ i	-4	i	3	i	i	-20	i	3	5	i
COc1ccc(/C=N/NC(=O)CN(C)S(=O)(=O)c2ccc(NC(C)=O)cc2)cc1
→ i	0	i	-17	i	i	-1	i	2	/	i
Cc1ccc(N(C(=O)CNC(=O)c2ccco2)C(C(=O)NC2CCCC2)c2ccncc2)c(C)c1 (centres undefined)
→ i	0	i	-4	i	i	-1	i	-1	-4	i
Cc1ccccc1OCc1nc2c3c(ncn2n1)-c1ccccc1CC31CCCC1
→ i	-3	i	-10	i	i	-1	i	2	-7	i
O=C(NCCOc1cccc(Oc2ccccc2)c1)c1cc(-n2cnnc2)ccc1Cl
→ i	-2	i	-18	i	i	-2	i	2	5	i
CCC(C)(C)n1nnnc1C(c1cc2ccc(C)cc2[nH]c1=O)N(Cc1cccnc1)Cc1ccco1 (centres undefined)
→ i	3	i	-1	i	i	-3	i	-1	0	i
CCN(CC(=O)Nc1ccc(OC)cc1)C(=O)c1cc(S(=O)(=O)N(C)C)ccc1N1CCCC1
→ i	-2	i	-9	i	i	2	i	1	13	i
CCCC1NC(=O)NC(C)=C1C(=O)OCC (centres undefined)
→ i	-1	i	-9	i	i	-1	i	-7	/	i
Cc1cc(C)cc(NC(=O)COc2coc(CN3CCN(c4ccccc4)CC3)cc2=O)c1
→ i	-1	i	-13	i	i	2	i	0	-10	i
O=c1[nH]c2c(s1)C=Nc1ccccc1N2
→ i	/	i	-23	i	i	3	i	-1	-9	i
Cc1noc(NS(=O)(=O)c2ccc(NC(=O)CSc3nc4ccccc4s3)cc2)c1C
→ i	5	i	-9	i	i	-7	i	5	-4	i
N#Cc1ccc(CO/N=C/c2ccccc2)cc1
→ i	?	i	-19	i	i	-1	i	0	-4	i
O=[N+]([O-])c1cccc2c(N3CCCC3)ccnc12
→ i	-2	i	-12	i	i	-3	i	-5	/	i
N#Cc1c(C#N)c(-c2ccccc2)n(-c2ccccc2)c1N
→ i	-6	i	-11	i	i	3	i	-2	3	i
CCOC(=O)CCn1cc(F)c(=O)[nH]c1=O
→ i	0	i	-5	i	i	1	i	-2	-1	i
COc1ccc(OCC(=O)NCc2n[nH]c(=O)c3ccccc23)cc1
→ i	-1	i	-11	i	i	0	i	-1	1	i
COc1ccccc1CN1C[C@@H]2C[C@@H](c3cccc(C)n3)N3CCC[C@@]23C1=O
→ i	-3	i	-8	i	i	-1	i	2	1	i
COc1ccc(/C=C(/CC(=O)NCc2ccc(Cl)cc2)c2nc3ccccc3s2)cc1
→ i	-24	-19*	-6	i	i	-2	i	-3	-4	i
COc1cccc(CNC(=O)c2ccc(NC(=O)C3CCCO3)cc2)c1 (centres undefined)
→ i	-1	i	-13	i	i	-1	i	-1	-2	i
COC(=O)COc1ccc(C)cc1-n1nc2ccccc2n1
→ i	-10	i	-5	i	i	-3	i	-3	0	i
O=C(CN1C(=O)NC2NC(=O)NC21)N/N=C/c1ccccc1O (centres undefined)
→ i	-8	i	-13	i	i	0	i	-2	2	i
Cc1ccccc1-n1c(SCC(=O)c2cc(C)n(C)c2C)nnc1-c1ccncc1
→ i	7	i	-20	i	i	1	i	11	-4	i
Cc1ccc(N(C(=O)c2csnn2)C(C(=O)NC(C)(C)C)c2cccnc2)cc1C (centres undefined)
→ i	/	i	-7	i	i	0	i	4	-5	i
Cc1ccc(CNC(=O)CSc2ccc(-c3cccs3)nn2)cc1
→ i	/	i	-3	i	i	/	i	1	3	i
O=C(O)c1cccc(OCc2ccccc2Cl)c1
→ i	8	i	1	i	i	/	i	-3	-2	i
CCOC(CNC(=O)CCc1c(C)nc2ncnn2c1C)OCC
→ i	2	i	-8	i	i	-3	i	0	-7	i
COc1ccc(/C(N)=N/OC(=O)c2ccc(OC)c([N+](=O)[O-])c2)cc1OC
→ i	5	i	-10	i	i	-1	i	-2	/	i
COc1ccccc1-n1c(SCC(=O)NC2CCS(=O)(=O)C2)nc2cc([N+](=O)[O-])ccc21 (centres undefined)
→ i	0	i	2	i	i	-2	i	0	-1	i
Cc1ccc(NC(=O)CC(C)S(=O)(=O)c2ccc3c(c2)NC(=O)CO3)cc1C (centres undefined)
→ i	1	i	-14	i	i	0	i	5	/	i
COc1ccc(-n2cc(-c3ccccc3)c3c(NCCCN4CCOCC4)ncnc32)cc1
→ i	-6	i	-15	i	/	-4	i	3	-2	i
COc1cccc(NC(=O)C2CCC(CNC(=O)[C@@H]3Cc4ccccc4CN3)CC2)c1 (some centres undefined)
→ i	2	i	-4	i	i	0	i	1	9	i
O=C(Nc1ncc(Cc2ccccc2)s1)C1CCCO1 (centres undefined)
→ i	4	i	-5	i	i	27	i	-25	3	i
N#Cc1ccc(NC(=O)COC(=O)CSc2nnc(-c3ccc(Cl)cc3)o2)cc1
→ i	2	i	-4	i	i	/	i	1	-48	i
CC(C)c1cc(-c2cc(-c3ccc(Cl)cc3)on2)nc(NCC2CC2)n1
→ i	6	i	-12	i	i	-1	i	-5	1	i

# (listing goes on)
# Order of values: KCNK3 block	HDAC3 inhib	KCNK9 block	hERG protect	KCNQ1 inh	PolyA inh	GSK3A inh	RGS4 pot	GSK3beta inhib	DYRK1A inh	KCNQ1 pot
COc1ccc2c(c1)c(C(C)=O)c(C)n2C
→ i	/	i	-4	i	i	0	i	-1	28	i
O=C(COc1cccc2cccnc12)N1CCc2ccccc2C1
→ i	-8	i	-8	i	i	0	i	1	3	i
O=C(O)c1ccc(Cl)c(NCc2cccs2)c1
→ i	-1	i	-6	i	i	4	i	1	14	i
COc1cccc(=O)c2c(C)n(-c3ccc(C(=O)O)cc3)c(C)c12
→ i	4	i	-6	i	i	0	i	-6	11	i
Cc1cccc2cc3c(nc12)-c1ccccc1C3=O
→ i	4	i	-6	i	i	-1	i	0	5	i
Cc1ccc(-c2csc(NNC(=O)c3ccccc3)n2)cc1
→ i	6	i	-8	i	i	-1	i	4	0	i
Cc1ccc(C(=O)/C=C/Nc2ccccn2)cc1
→ i	0	i	-5	i	i	2	i	0	0	i
c1ccc(COc2ccc(OCCCn3cncn3)cc2)cc1
→ i	4	i	-5	i	i	6	i	-5	7	i
C/C(CCN1CCc2nc(-c3ccccc3)c(-c3ccccc3)cc2C1)=N\O[C@@H](C)c1cn([C@H](CO)Cc2ccccc2)nn1
→ /	5	i	-35	i	i	-1	-8.9*	1	/	i
c1ccc2c(c1)nnn2-c1ncnc2sc3c(c12)CCCC3
→ i	-12	i	1	i	i	-4	i	0	32	i
CC(C)(C)c1ccc(OCCCNCc2ccccc2)cc1
→ i	2	i	-24	i	i	3	i	1	-5	i
COc1ccc(CNC(=O)c2ccc(C)o2)cc1
→ i	-6	i	-6	i	i	-5	i	1	-5	i
CC(C)(C)NC(=O)NC(=O)CSc1ncn[nH]1
→ i	1	i	-1	i	i	0	i	1	0	i
COc1ccc(Cn2c(=O)[nH]c3cc(C(=O)N4CCN(c5ccccc5)CC4)ccc3c2=O)cc1
→ i	-2	i	-6	i	i	-1	i	1	-5	i
C=CCOC(=O)/C(=C\c1ccccc1)NC(=O)c1ccc(C)cc1
→ i	3	i	-3	i	i	0	i	-5	2	i
Cc1cc(C(C)c2ccccc2)c(O)c(CN2CCOCC2)c1C (centres undefined)
→ i	/	i	-11	i	i	-1	i	-3	-7	i
CC(C)(C)NC(=O)COC(=O)c1cc(S(=O)(=O)N2CCCCC2)ccc1N1CCOCC1
→ i	5	i	-6	i	i	-5	i	-1	3	i
Cc1cc(C)nc(SCC(=O)n2c3c(c4ccccc42)CCCC3)n1
→ i	-8	i	-2	i	i	-1	i	-2	1	i
CC(C)NC(=O)CC1OC(=O)c2ccccc21 (centres undefined)
→ i	5	i	-10	i	i	-2	i	-4	3	i
Cn1cccc1C(=O)NCC(c1ccco1)N1CCCCC1 (centres undefined)
→ i	-4	i	-9	i	i	0	i	-4	1	i
